Screening data from PubChem.
MEKK2 mut-MEK5 = signal of MEK5 binding to mutant human MEKK2 PB1 domain | 290,000 tested, 0.35% active | bead flow cytometry, Alexa488-MEK5 binding to MEKK2 mutant | AID 1530 | percent response, % at 10 µM; in the data active means percent response above about 24%, passing the limit was not always enough; further: inactives centre near 1; some results filed as inactive read as strong as hits; reference of the scale not given here
PHOSPHO1 inh = blocks human PHOSPHO1 phosphatase activity. Q8TCT1. recombinant PHOSPHO1, absorbance phosphatase assay. inhibition, % at 13.3 µM. 290,000 tested, 1.1% active. AID 1565; in the data active means inhibition above about 60%
Target sequence (Q8TCT1 whole entry, looked up): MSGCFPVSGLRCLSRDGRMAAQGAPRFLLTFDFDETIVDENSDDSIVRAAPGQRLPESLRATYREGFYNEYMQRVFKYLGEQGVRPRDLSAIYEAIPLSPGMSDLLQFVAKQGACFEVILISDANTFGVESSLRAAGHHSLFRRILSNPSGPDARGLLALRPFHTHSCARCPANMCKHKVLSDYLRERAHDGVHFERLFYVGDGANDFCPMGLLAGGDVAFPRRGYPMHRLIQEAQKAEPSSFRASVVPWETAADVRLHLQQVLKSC
MEKK2 WT-MEK5 = raises or lowers MEK5 binding to wildtype human MEKK2 PB1 domain | bead flow cytometry, Alexa488-MEK5 binding to MEKK2 WT; actives lie on both sides | binding response (% of control), % at 10 µM | 290,000 tested, 1.1% active; in the data active means binding response below about 67% or above about 130%
OXTR ag = agonists of human oxytocin receptor | CHO-OTR cells, Fluo-8 calcium fluorescence; normalized: DMSO 0%, oxytocin 100% | AID 2435 | activation, % at 3 µM | P30559 | 320,000 tested, 0.32% active;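 active means activation above the mean of all tested compounds plus 3 SD, cutoff set per screening run, cut at about 20% in these data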;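 further: peak over basal fluorescence ratio from a 100 s FLIPR kinetic read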
Target sequence (P30559 whole entry, looked up): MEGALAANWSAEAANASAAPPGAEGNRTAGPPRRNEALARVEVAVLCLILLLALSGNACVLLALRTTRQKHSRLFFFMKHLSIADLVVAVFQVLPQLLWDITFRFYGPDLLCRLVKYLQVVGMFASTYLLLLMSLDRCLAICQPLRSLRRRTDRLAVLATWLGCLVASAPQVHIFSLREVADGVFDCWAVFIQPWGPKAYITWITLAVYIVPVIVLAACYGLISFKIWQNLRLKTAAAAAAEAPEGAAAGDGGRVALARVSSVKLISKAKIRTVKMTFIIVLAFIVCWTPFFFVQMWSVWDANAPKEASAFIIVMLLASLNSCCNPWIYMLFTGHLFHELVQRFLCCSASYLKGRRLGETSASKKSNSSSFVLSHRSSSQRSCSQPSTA
MEKK3 PB1 HTS = raises or lowers MEK5 binding to the human MEKK3 PB1 domain | 290,000 tested, 1.4% active | binding response (% of control), % at 10 µM | Q99759 | bead-based flow cytometry, Alexa488-MEK5 binding to MEKK3; actives lie on both sides; 0 = blocked by unlabeled MEK5, 100 = vehicle;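 active means binding response more than 3 SD above or below the average of its plate-row segment, actives on both sides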;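 further: Alexa488 bead fluorescence after subtracting the streptavidin-only scavenger bead signal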
V1aR counter = counter-screen for oxytocin receptor agonists: human V1a receptor agonists; P37288; CHO-V1R cells, Fluo-8 calcium fluorescence, agonist mode; 0% DMSO, 100% 3 nM vasopressin; activation, % at 3 µM; 320,000 tested, 0.25% active;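 active means activation above the mean activation of all tested compounds plus 3 SD, per screening run, cut at about 20% in these data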;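 further: signal is peak over basal fluorescence ratio across a 100 second FLIPR read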
GalR3 antag = human GalR3 antagonism; inhibition, % at 3 µM; HEK293 GalR3-CNG cAMP membrane potential fluorescence; galR3 body fused to GalR1 C-terminus; O60755; 360,000 tested, 0.44% active;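 active means inhibition above the screen-wide average plus 3 SD, cut at about 13% in these data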;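 further: forskolin and galanin both at EC90 stimulate the cells; cAMP rise reported by CNG channel membrane potential dye signal; 0% = forskolin plus galanin with DMSO and 100% = forskolin alone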
Target sequence (O60755 1-299 limits assumed): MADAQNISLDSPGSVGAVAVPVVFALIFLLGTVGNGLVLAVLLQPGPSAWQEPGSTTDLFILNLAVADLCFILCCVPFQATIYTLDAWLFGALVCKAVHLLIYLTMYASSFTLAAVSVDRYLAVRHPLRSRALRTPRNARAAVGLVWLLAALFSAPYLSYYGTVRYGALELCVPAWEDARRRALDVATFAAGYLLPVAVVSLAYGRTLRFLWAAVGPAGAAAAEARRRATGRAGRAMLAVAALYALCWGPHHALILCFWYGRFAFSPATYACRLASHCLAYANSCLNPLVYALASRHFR
GPR7 antag = human neuropeptides B/W receptor 1 antagonism. P48145. GPR7-expressing cells, fluorescence antagonist assay. inhibition, % at 4.4 µM. 290,000 tested, 1.1% active; in the data active means inhibition above about 16%, passing the limit was not always enough;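 further: cells stimulated with the agonist NPW; 0% = agonist with vehicle and 100% = vehicle without agonist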
NALP1 inh = blocks the NALP1 inflammasome reconstituted in yeast; 280,000 tested, 0.61% active; AID 2071; S. cerevisiae NALP1/ASC/caspase-1 growth, X-gal OD620, 72 h; inhibition, % at 10 µM; in the data active means inhibition mostly above about 24%, no sharp cut-off; inactive means mostly below about 32%; further: some compounds called inactive have numbers as strong as hits
Numbers without * were called inactive; nt = no result given. No enrichment for hits. About 5.4% of those tested had a hit in this group.

SMILES	MEKK2 mut-MEK5	PHOSPHO1 inh	MEKK2 WT-MEK5	OXTR ag	MEKK3 PB1 HTS	V1aR counter	GalR3 antag	GPR7 antag	NALP1 inh
CCOC(=O)C1CN(S(=O)(=O)c2ccccc2)C1	-2	-8	101	0.6	100	-0.2	2	-8	-5
Cc1ccc2cccc(Oc3nnnn3-c3ccccc3)c2n1	2	-12	105	-2.4	105	0.0	-2	-2	12
CCc1nnc(NS(=O)(=O)c2ccc(N/C=C\C(=O)c3cccc4ccccc34)cc2)s1	-3	1	93	-0.9	103	1.0	1	7	-35
O=C(NC1CCCC1)C(c1ccsc1)N(CCc1ccccc1)C(=O)Cc1cccs1 (configuration not stated)	-6	-7	92	0.0	88	0.2	-8	21	-3
CCC(C(=O)N1CCC(N2CCCCC2)CC1)n1nc(C)c2sc3ccccc3c2c1=O (configuration not stated)	3	-10	108	-1.1	103	-0.2	2	-14	25
CCOc1ccc(Br)cc1S(=O)(=O)Nc1cccc(S(=O)(=O)N(CC)CC)c1	-2	4	98	0.2	97	4.6	2	2	40
COc1cc(OC)c(OC)cc1/C=N/NC(=O)c1ccc(=O)n(C)c1	-1	-1	110	0.5	100	0.2	-6	0	16
CCOC(=O)c1ccc(N2C(=O)c3n[nH]c(C)c3C2c2ccccc2)cc1 (configuration not stated)	-2	-8	91	-1.6	96	-0.7	-6	-16	20
C/C(=N\NC(=O)c1ccc(NS(=O)(=O)c2cccs2)cc1)c1cccs1	-4	13	99	0.2	99	-0.6	-3	-8	-4
CCCCc1cc(=O)oc2c(CN(CC)CC)c(O)c(Cl)cc12	6	32	98	0.5	102	1.0	-2	3	4
CCOc1ccc(CCNC(=O)COC(=O)c2ccc(C)c([N+](=O)[O-])c2)cc1OCC	5	36	102	-0.7	102	-0.8	-1	-25	30
Cc1cc2sc(NC(=O)c3ccco3)nc2cc1Cl	-3	nt	97	-1.0	97	0.0	-2	10	5
FC(F)Oc1ccc(NC(=S)NCc2ccccc2)cc1	0	-1	95	6.6	108	3.1	-3	-7	7
CC1(OC(=O)C2CCCC2)C(=O)C=C2C=C(c3ccsc3)N(CCc3ccccn3)C=C2C1=O (configuration not stated)	2	35	100	0.1	105	1.7	-1	nt	nt
CCCC(=O)Nc1ccc2c(c1)nc1n2CCSC1	0	-3	99	0.9	101	-0.6	-1	-5	8
O=C1CSC(c2ccccc2)N1Nc1nc(N2CCOCC2)nc(N2CCOCC2)n1 (configuration not stated)	-13	39	76	0.9	91	2.1	-2	-1	14
CCOc1ccccc1N(CC(=O)Nc1ccccc1)S(=O)(=O)c1ccccc1	-1	nt	100	-2.3	101	-0.9	-8	-14	19
Cc1ccc(-c2cc(C(=O)Nc3nn[nH]n3)c3ccccc3n2)cc1	-5	28	94	0.2	95	0.5	-7	3	1
O=C(c1ccco1)N1CCN(C(=O)N2CCCC2)CC1	-15	41	89	-0.2	107	0.1	0	11	16
CCN(CC)CC#Cc1ccc(C)cc1	-18	22	91	0.6	87	0.3	-4	-8	nt
Cc1ccc(CS(=O)Cc2ccc(C(=O)NCc3ccc4c(c3)OCO4)o2)cc1 (configuration not stated)	-3	-20	97	-1.8	95	-0.5	-4	-19	2
O=c1oc2ccccc2c(Nc2ccc(O)cc2)c1[N+](=O)[O-]	-1	24	101	0.1	99	0.5	-5	8	5
Cc1cc(Cl)c(S(=O)(=O)N2CCCC2)cc1OCC(=O)NC1CCCCC1	0	26	100	9.1	102	6.0	-2	-2	-14
O=C(Cn1cc(Cl)c([N+](=O)[O-])n1)NCCC1=CCCCC1	0	49	99	0.2	100	1.0	-7	-5	3
N=c1ccn2c(n1)O[C@H]1[C@H](O)[C@@H](CO)O[C@H]12	3	6	103	nt	101	nt	-10	-9	15
Cn1cc(CN(CCO)Cc2cccs2)c(-c2ccccc2F)n1	-7	45	94	0.1	97	0.4	-3	-10	30
O=C(Cc1c(F)cccc1Cl)N1CCCC1	0	10	99	-0.6	99	1.1	1	-5	13
Nc1nonc1-n1nnc(C(=O)N/N=C/c2c(F)cccc2Cl)c1-c1ccc2c(c1)OCO2	1	33	93	2.0	100	4.3	-7	-5	24
Cc1cc(=O)n2nc(-c3ccccc3)sc2c1C#N	1	5	101	-1.2	104	-0.4	-1	-14	12
CC(C)C12CN3CCN(CC(C3)/C1=N\NC(=O)Nc1ccccc1)C2	-2	9	90	-0.9	86	0.2	-6	0	19

18 of the compounds above, with bars between the fields.
molecule | MEKK2 mut-MEK5 | PHOSPHO1 inh | MEKK2 WT-MEK5 | OXTR ag | MEKK3 PB1 HTS | V1aR counter | GalR3 antag | GPR7 antag | NALP1 inh
FC(F)Oc1ccc(NC(=S)NCc2ccccc2)cc1 | 0 | -1 | 95 | 6.6 | 108 | 3.1 | -3 | -7 | 7
CC1(OC(=O)C2CCCC2)C(=O)C=C2C=C(c3ccsc3)N(CCc3ccccn3)C=C2C1=O (configuration not stated) | 2 | 35 | 100 | 0.1 | 105 | 1.7 | -1 | nt | nt
CCCC(=O)Nc1ccc2c(c1)nc1n2CCSC1 | 0 | -3 | 99 | 0.9 | 101 | -0.6 | -1 | -5 | 8
O=C1CSC(c2ccccc2)N1Nc1nc(N2CCOCC2)nc(N2CCOCC2)n1 (configuration not stated) | -13 | 39 | 76 | 0.9 | 91 | 2.1 | -2 | -1 | 14
CCOc1ccccc1N(CC(=O)Nc1ccccc1)S(=O)(=O)c1ccccc1 | -1 | nt | 100 | -2.3 | 101 | -0.9 | -8 | -14 | 19
Cc1ccc(-c2cc(C(=O)Nc3nn[nH]n3)c3ccccc3n2)cc1 | -5 | 28 | 94 | 0.2 | 95 | 0.5 | -7 | 3 | 1
O=C(c1ccco1)N1CCN(C(=O)N2CCCC2)CC1 | -15 | 41 | 89 | -0.2 | 107 | 0.1 | 0 | 11 | 16
CCN(CC)CC#Cc1ccc(C)cc1 | -18 | 22 | 91 | 0.6 | 87 | 0.3 | -4 | -8 | nt
Cc1ccc(CS(=O)Cc2ccc(C(=O)NCc3ccc4c(c3)OCO4)o2)cc1 (configuration not stated) | -3 | -20 | 97 | -1.8 | 95 | -0.5 | -4 | -19 | 2
O=c1oc2ccccc2c(Nc2ccc(O)cc2)c1[N+](=O)[O-] | -1 | 24 | 101 | 0.1 | 99 | 0.5 | -5 | 8 | 5
Cc1cc(Cl)c(S(=O)(=O)N2CCCC2)cc1OCC(=O)NC1CCCCC1 | 0 | 26 | 100 | 9.1 | 102 | 6.0 | -2 | -2 | -14
O=C(Cn1cc(Cl)c([N+](=O)[O-])n1)NCCC1=CCCCC1 | 0 | 49 | 99 | 0.2 | 100 | 1.0 | -7 | -5 | 3
N=c1ccn2c(n1)O[C@H]1[C@H](O)[C@@H](CO)O[C@H]12 | 3 | 6 | 103 | nt | 101 | nt | -10 | -9 | 15
Cn1cc(CN(CCO)Cc2cccs2)c(-c2ccccc2F)n1 | -7 | 45 | 94 | 0.1 | 97 | 0.4 | -3 | -10 | 30
O=C(Cc1c(F)cccc1Cl)N1CCCC1 | 0 | 10 | 99 | -0.6 | 99 | 1.1 | 1 | -5 | 13
Nc1nonc1-n1nnc(C(=O)N/N=C/c2c(F)cccc2Cl)c1-c1ccc2c(c1)OCO2 | 1 | 33 | 93 | 2.0 | 100 | 4.3 | -7 | -5 | 24
Cc1cc(=O)n2nc(-c3ccccc3)sc2c1C#N | 1 | 5 | 101 | -1.2 | 104 | -0.4 | -1 | -14 | 12
CC(C)C12CN3CCN(CC(C3)/C1=N\NC(=O)Nc1ccccc1)C2 | -2 | 9 | 90 | -0.9 | 86 | 0.2 | -6 | 0 | 19

The results go on:
SMILES	MEKK2 mut-MEK5	PHOSPHO1 inh	MEKK2 WT-MEK5	OXTR ag	MEKK3 PB1 HTS	V1aR counter	GalR3 antag	GPR7 antag	NALP1 inh
CCc1nnc(NC(=O)CSc2nnc(Cc3ccc(OC)cc3)o2)s1	3	43	100	-0.3	101	0.9	-2	16	-9
O=C(NCCS(=O)(=O)N1CCN(c2ccccc2F)CC1)C1CC(=O)N(c2ccc(F)cc2)C1 (configuration not stated)	2	22	100	0.7	99	1.5	-6	-18	-12
COC(=O)c1c(NC(NC(C)=O)C(Cl)(Cl)Cl)sc2c1CCCC2 (configuration not stated)	0	2	101	-2.0	125	-0.9	-11	-7	22
Cc1cccn2c(=O)c(/C=N/O)c(N3CCCC3)nc12	6	25	102	-1.6	105	0.0	-4	-6	-1
COc1ccc2c(c1)CC/C(=C/c1ccco1)C2=O	2	6	100	-0.8	106	3.3	-4	-4	48
Cn1ccs/c1=N\S(=O)(=O)c1ccc(Br)cc1	1	23	108	1.5	101	1.1	-4	-2	1
O=S(=O)(c1ccccc1)N(CC(O)CN1CCCC1)c1ccccc1 (configuration not stated)	2	35	101	0.7	101	0.3	-4	-8	-22
COc1ccc(OC)c(Nc2ncnc3sccc23)c1	9	11	99	-1.5	99	-0.6	-7	-10	14
CCCN1C2=NCCN2c2ccccc21	3	-6	105	0.1	105	1.5	-1	-6	0
Cc1nc2cc(Nc3ccncc3)ccc2s1	0	37	101	2.0	97	0.9	-5	-4	20
CCOC(=O)c1sc(NCc2ccco2)c(-c2nc3ccccc3s2)c1N	-4	15	94	0.2	91	0.9	-2	8	-5
COc1ccc(N(C)C(=O)C2CCN(S(=O)(=O)c3cccc4nsnc34)CC2)cc1	3	7	106	4.4	104	3.1	-4	-9	10
O=C(c1cc(F)cc2c1OCOC2)N1CCN(c2ccc(F)cc2)CC1	-11	30	97	-0.3	95	-0.3	-3	-1	30
COc1ccc(S(=O)(=O)N(CCc2ccccc2)CC(=O)O)cc1OC	6	17	111	-0.1	108	0.3	-5	5	7
COC(=O)c1cccc(NC(=O)CCNC(=O)c2ccc([N+](=O)[O-])cc2)c1	-6	-5	90	-0.7	84	0.8	1	12	33
CCCCNC(=O)c1sc(=S)n2c1[nH]c(=O)c1ccc(C(=O)NCCc3ccc(OC)c(OC)c3)cc12	3	44	103	-0.8	101	0.7	nt	-10	-18
CC(=O)c1ccc(-n2nnnc2SCC(=O)NNC(=O)c2ccco2)cc1	1	4	104	1.0	104	0.8	3	6	3
CCc1ccc(NC(=O)C(=O)NNC(=O)c2ccc(OC)cc2)cc1	4	11	101	1.8	98	1.2	-9	1	14
